mcGAS MS inh – inhibitors of Mus musculus cyclic GMP-AMP synthase, initial high-throughput assay, cell-free, RapidFire MS. Q8C6L5. recombinant mouse cGAS, cGAMP by RapidFire MS. inhibition, % at 12.5 µM. 130,000 tested, 0.18% active. AID 1259397, 2018;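 active = inhibition of cGAS enzyme activity at or above 60%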;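 note: enzyme stimulated by 45 bp dsDNA with ATP and GTP substrates; cGAMP share of summed cGAMP plus half ATP and half GTP signals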
Target sequence (Q8C6L5 whole entry, looked up): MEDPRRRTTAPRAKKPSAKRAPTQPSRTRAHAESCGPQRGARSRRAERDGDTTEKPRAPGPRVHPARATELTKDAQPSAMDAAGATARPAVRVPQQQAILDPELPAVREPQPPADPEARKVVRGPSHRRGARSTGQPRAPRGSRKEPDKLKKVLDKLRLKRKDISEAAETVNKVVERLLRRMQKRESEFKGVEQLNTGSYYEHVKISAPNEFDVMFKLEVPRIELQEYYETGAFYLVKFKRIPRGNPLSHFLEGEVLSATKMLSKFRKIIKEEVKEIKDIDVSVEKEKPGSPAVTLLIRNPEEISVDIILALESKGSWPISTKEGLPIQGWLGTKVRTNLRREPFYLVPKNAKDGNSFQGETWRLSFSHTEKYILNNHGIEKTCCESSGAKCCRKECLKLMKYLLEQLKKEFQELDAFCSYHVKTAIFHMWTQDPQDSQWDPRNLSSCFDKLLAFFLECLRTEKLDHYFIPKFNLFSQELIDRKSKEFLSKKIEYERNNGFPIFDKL
* hit, by the source's call; & = joins results of further samples. Only part of the results is shown; rates above refer to the full screens.

SMILES	mcGAS MS inh
COc1ccc(-c2ccnc(N)c2)c(OC)c1	1
CNc1cccc(-c2cc(OC)ccc2OC)n1	-4
O=C1OCCC1N1CCCC(CN2CCCCCC2)C1 (centres undefined)	-11
CCCCSCCC(=O)NC1(C#N)CCN(C)CC1	3
O=C(Cn1cnc2sc3c(c2c1=O)CCC3)NC1CCS(=O)(=O)C1 (centres undefined)	-5
CCN(Cc1ccc(Br)s1)C(=O)CSc1n[nH]c(N)n1	2
COc1ccc(OCC(=O)OCc2cc(-c3ccc4c(c3)OCO4)on2)cc1	-5
O=C(c1cc[n+]([O-])cc1)N1CCCC(CCc2cccc(F)c2)C1 (centres undefined)	2
O=c1c(Cl)c(Cl)cnn1CN1CCN(Cc2ccc3c(c2)OCO3)CC1	-4
COCCN1CCCN(C(=O)/C=C/c2cc3ccccc3o2)CC1	-18
COCCn1cc(NC(=O)NCCn2ccc3ccccc32)c2ccccc21	-3
C/C(=N\NS(=O)(=O)c1ccc(Cl)cc1)c1cccc(NC(=O)c2ccncc2)c1	-1
CCOC(=O)N1CCc2c(sc(NC(=O)C(C)(C)C)c2-c2nc3ccccc3s2)C1	0
Cc1nn(C(=O)Cn2cc([N+](=O)[O-])cn2)c(C)c1Cl	3
O=C(NCCN1C(=O)SC(=Cc2ccccc2)C1=O)c1ccsc1	19
O=c1ccc(NS(=O)(=O)c2ccc3c(c2)CCC3)cn1Cc1ccccc1Cl	-26
C#CCN(CC=C)C(=O)c1ccc(C(C)N2CCCCC2)o1 (centres undefined)	-15
COc1ccc(-c2cnnc(NC(C)Cn3nc(C)cc3C)n2)cc1 (centres undefined)	1
COC(=O)/C(C#N)=C(\Nc1ccc(Cl)cc1)C(F)(F)F	-7
COc1ccc(NC(C)=O)cc1NC(=O)Cn1cnc2c(cnn2C)c1=O	0

As entered above.
mcGAS MS inh, COc1ccc(-c2ccnc(N)c2)c(OC)c1 reads 1
mcGAS MS inh, COCCn1cc(NC(=O)NCCn2ccc3ccccc32)c2ccccc21 reads -3
mcGAS MS inh, COCCN1CCCN(C(=O)/C=C/c2cc3ccccc3o2)CC1 reads -18
mcGAS MS inh, CCOC(=O)N1CCc2c(sc(NC(=O)C(C)(C)C)c2-c2nc3ccccc3s2)C1 reads 0

The list continues:
SMILES	mcGAS MS inh
N#Cc1ccc(CN2CCCN(C(=O)Nc3ccccc3F)CC2)cc1	-4
O=C(CSc1ccc2ccccc2n1)NCc1ccco1	-3
Cc1cc(C(=O)N2CCCC(Nc3ccc(F)cc3)C2)no1 (centres undefined)	0&4
Cc1ccc(F)cc1NS(=O)(=O)c1cc(C(=O)O)ccc1C	-9
Cc1cc(C(=O)C(C)Sc2ncnc3sccc23)c(C)n1Cc1ccco1 (centres undefined)	-2
CC(=O)N1CCC(NS(=O)(=O)c2c(C)c(C)c(C)c(C)c2C)CC1	4
O=C(NCCC(=O)N1CCCCC1)c1ccc(Sc2ccccn2)cc1	8
CCOC(=O)c1[nH]ncc1CN1CCCC(c2nn(C)c(=O)n2CC)C1 (centres undefined)	-32
CCN(C)C(=O)c1coc(N2CCN(Cc3ccccc3)C2=O)n1	-4
CCCCOC(C)C(=O)NCC1(O)CCN(C)CC1 (centres undefined)	-22
COC(=O)c1cc(C)ccc1NS(=O)(=O)c1ccc(F)cc1F	5
Clc1cccc2c3c([nH]c12)CCN(Cc1cc2n(n1)CCCNC2)C3	-11
CC(C)C(=O)N1CCC(NC(=O)Cn2ncc3ccccc32)CC1	-10
CCCCn1ncc(C)c1NC(=O)c1cccc(CN2CC[C@H](O)C2)c1	-17
CC1Sc2nnc(C3CCCO3)n2N=C1c1ccc(NC(=O)C(C)(C)C)cc1 (centres undefined)	-2
Cc1nn(-c2ccc3nnc(C)n3n2)c2c1C(c1ccccc1F)CC(=O)N2 (centres undefined)	4
O=C(Nc1ccc(-n2cccn2)cc1)C1CCN(Cc2ccsc2)CC1	-2
O=C(O)c1ccccc1O	1&5
COCCn1c(C)cc(O)c(C(c2ccccc2OC)N2CCN(C)CC2)c1=O (centres undefined)	-8
Cn1cc(C(=O)NC2CCCC2)c2[nH]c(=O)n(-c3ccc(F)cc3)c(=O)c21	-26

The last seven records of the section before open the next one:
SMILES	mcGAS MS inh
CCCCn1ncc(C)c1NC(=O)c1cccc(CN2CC[C@H](O)C2)c1	-17
CC1Sc2nnc(C3CCCO3)n2N=C1c1ccc(NC(=O)C(C)(C)C)cc1 (centres undefined)	-2
Cc1nn(-c2ccc3nnc(C)n3n2)c2c1C(c1ccccc1F)CC(=O)N2 (centres undefined)	4
O=C(Nc1ccc(-n2cccn2)cc1)C1CCN(Cc2ccsc2)CC1	-2
O=C(O)c1ccccc1O	1&5
COCCn1c(C)cc(O)c(C(c2ccccc2OC)N2CCN(C)CC2)c1=O (centres undefined)	-8
Cn1cc(C(=O)NC2CCCC2)c2[nH]c(=O)n(-c3ccc(F)cc3)c(=O)c21	-26
COc1ccc(CC(=O)NC2CC(=O)N(CC3CCCCC3)C2)cc1 (centres undefined)	-1
CSc1nsc(NC(=O)c2sccc2C#N)n1	33
COc1ccc(-n2nnc3c(=O)n(CC(=O)c4ccccc4)cnc32)cc1	5
O=Cc1ccc(-c2cccc(Br)c2)s1	-2
Cn1cc(NC(=O)C(Oc2ccccc2Br)c2ccccc2)cn1 (centres undefined)	-2
CC(C)n1nc(C(=O)N2CCC[C@H]2C(=O)O)c2ccccc2c1=O	2
CSCCCNC(=O)C1CCC(=O)N(CCc2cccc(F)c2)C1 (centres undefined)	-8
CCCCn1c(C)c(C)n2c3c(=O)[nH]c(=O)n(C)c3nc12	-2
CC1(C)COCCN1C(=O)CCC(=O)N(CCC#N)c1ccccc1	-33
O=S(=O)(Nc1nn(-c2ncccn2)cc1Br)c1cccs1	4
Cn1c(CNC(=O)c2cc(COc3ccccc3F)[nH]n2)nc2ccccc21	-15
CC(=O)NC1CCN(CCCc2cccc3ccccc23)CC1	-23
COc1ccccc1CCN1CCC(CN(C)C(=O)c2cccc(N(C)C)c2)CC1	-10
O=C(NC1CC1)C1CCCN1Cc1nc2sc3c(c2c(=O)[nH]1)CCC3 (centres undefined)	-15
Cc1ccc(NC(=O)c2cc(-c3cccc([N+](=O)[O-])c3)oc2C)cc1	-8
NCC1CC(=O)N(Cc2ccccc2)C1 (centres undefined)	4
c1ccc2oc(N3CCN(Cc4ccc(C5CCCO5)s4)CC3)nc2c1 (centres undefined)	-23
O=C(O)COc1ccc2ccc(=O)oc2c1	-14
CS(=O)(=O)Nc1ccccc1CNC(=O)C1CC2CCC1C2 (centres undefined)	-3
N#Cc1c[nH]n2c(NC3CCCC3)c(-c3cccs3)nc12	-7
CCOC(=O)C1(Cc2cccc(OC)c2)CCCN(CCCn2cccn2)C1 (centres undefined)	-12
CN(Cc1ccco1)C(=O)Nc1cnn(CC(F)(F)F)c1	-10
Cc1cc(C(=O)N2CCCC2c2cccs2)ccc1N1CCNC1=O (centres undefined)	-11
Cc1ccc(S(=O)(=O)N2CCN(c3ccc(C)c(C)c3)CC2)cc1	-6
O=S(=O)(c1ccc(Oc2ncnc3c2oc2ccccc23)cc1)N1CCOCC1	-3
CC(NC(=O)c1ccoc1)C(=O)Oc1ccc(-c2nc(C(C)(C)C)cs2)cc1 (centres undefined)	0
Cc1ccc(C(=O)NC2CCN(CC(=O)Nc3nncs3)CC2)s1	-5
O=P1(NCc2cccnc2)C=C(c2ccccc2)OC(c2ccccc2)=C1	47
CN(C1CCCCC1)S(=O)(=O)c1ccsc1C(=O)O	-5
CN(CCCN1c2ccccc2CCc2ccccc21)S(=O)(=O)c1ccc(Cl)s1	-4
Cc1ccccc1OCC1=NN2C(=N)/C(=C/C=C/c3ccccc3)C(=O)N=C2S1	-4
COc1ccc(OC)c(S(=O)(=O)Nc2cc(OC)c(Cl)cc2OC)c1	-3
N=C1C(=O)OCC1c1cc(Cl)ccc1N (centres undefined)	-35
CCOc1cc(CN2CCCn3cccc3C2c2ccc(C)c(C)c2)ccc1O (centres undefined)	-5
CCCCNC(=O)N1CCCC(CNC(=O)COc2ccccc2OC)C1 (centres undefined)	-3
c1ccc(C(Cn2ccnc2)n2ccnc2-c2ccccn2)cc1 (centres undefined)	10
Cc1cccc(NC(=O)CC2C(=O)NCCN2C(=O)CN2CCN(c3ncccn3)CC2)c1 (centres undefined)	-20
CCn1ccnc1SCC(=O)N(C)CC(=O)Nc1ccccc1Cl	-7
O=C1CN(NC(=O)CC(O)(c2nc3ccccc3s2)C(F)(F)F)C(=O)N1 (centres undefined)	-2
Cc1cc(F)ccc1NC(=O)CCC1CCCN(C(=O)c2ccoc2)C1 (centres undefined)	-5

Overlap with the part before: 2 entries; new compounds follow.
SMILES	mcGAS MS inh
O=C1CN(NC(=O)CC(O)(c2nc3ccccc3s2)C(F)(F)F)C(=O)N1 (centres undefined)	-2
Cc1cc(F)ccc1NC(=O)CCC1CCCN(C(=O)c2ccoc2)C1 (centres undefined)	-5
O=c1c(C(F)(F)F)cc(C2CC2)nn1CN1CCC1c1ccccc1 (centres undefined)	-9
OCCn1c(-c2ccc3c(c2)OCCO3)nc2ccccc21	-12
O=[N+]([O-])c1ccc2c(c1)[nH]c(=S)n2-c1ccccc1	-6
CN(C)CC1(O)CCCN(C(=O)CCc2ccc(N(C)C)cc2)CC1 (centres undefined)	-17
CCN(CC)C(=O)CN(C)C(=O)c1c[nH]cc1-c1cccc(OC)c1	2
CC1CCC(N(C)C(=O)NC2CCN(Cc3ccccc3)CC2)CC1 (centres undefined)	-1
c1ccc(-c2cccc3[nH]ccc23)c(OCCn2ccnc2)c1	-4
CCC(CO)N1CCN(C(=O)Nc2ccc3[nH]ccc3c2)CC1 (centres undefined)	-8
N#CC1(C(=O)OCC(=O)N2CCN(C(=O)COC(=O)C3(C#N)CCCC3)CC2)CCCC1	-5
O=C(CCl)Nc1ccc(N2CCCCCC2)cc1	-4
O=C(c1ccccc1F)N1CCN(Cc2nc3ccccc3c(=O)[nH]2)CC1	-9
COc1ccccc1Oc1c(NS(=O)(=O)c2ccc(C(C)(C)C)cc2)nc(-c2ncccn2)nc1OCCO	3
Cn1cccc1C(=O)NC(=O)COC(=O)C1=NNC(=O)CC1	-9
O=C(CCl)Nc1ccccc1C(=O)NCc1ccco1	-7
Nc1nc(SCC(=O)NC2CC2)nc2sc3c(c12)CCC3	-5
Fc1ccc(-c2noc3c2CN(Cc2ccc4c(c2)OCCO4)CC3)cc1F	-3
Cc1ccc(NS(=O)(=O)c2cccc(C(=O)NN3CCOCC3)c2)cc1	4
Clc1cccc(Nc2c3c(nc4nncn24)CCC3)c1	-4
c1ccc(N2CCN(CC3OCCO3)CC2)cc1	-1
CN(CCc1ccccn1)C(=O)CCC1CCCN(C(=O)CC2=CCCCC2)C1 (centres undefined)	-3
Cc1ccc2c(N3C[C@H]4C[C@H](O)[C@H](O)C[C@H]4C3)ccnc2c1C	-19
CCc1nc2ccc(C(=O)Nc3cccc(COC)c3)cc2nc1CC	3
O=C(NCCc1ccccc1)c1cccc(OC2CCN(Cc3cccnc3)CC2)c1	-3
CCOC(=O)CSc1nc2nccnc2c(=O)n1Cc1ccccc1	10
Cn1ccc(CC(=O)N2CC[C@@H](N3CCN(c4ccccc4F)CC3)[C@H](O)C2)c1	-1
Cc1c(C(=O)NC(C)(C)CN2CCOCC2)sc2ncn(C)c(=O)c12	-29
COc1cccc(OCc2ccccc2)c1C(=O)NCC(C)(C)CN(C)C	-6
OCc1cc(-c2cncnc2)ccc1F	-26
N#CC(=C(O)CSc1nc(N)cc(=O)[nH]1)c1nc2ccccc2[nH]1	16
CC1CC(N2CCOC(CN(C)c3cccnn3)C2)C(=O)O1 (centres undefined)	-3
COC(=O)c1cc(NC(=O)c2oc(Br)cc2C)cc(C(=O)OC)c1	3
CCOc1ccc(/C=C2N=C(/C=C/c3ccc(C)cc3)OC\2=O)cc1	-6
COc1cccc(C(=O)N2CCOC(Cc3ccc(F)cc3)C2)c1OC (centres undefined)	-7
CC(=O)C(C)n1c(=O)c2c(nc3n(-c4ccc(C(F)(F)F)cc4)c(C)cn23)n(C)c1=O (centres undefined)	-6
Cc1ccccc1Cn1c(C)c(C(=O)NCc2ccccn2)sc1=O	-5
CCCCN(Cc1ccccc1)Cc1nc(-c2ccc(C(=O)OC)cc2)no1	-3&2
Cc1c(C)n2c3c(=O)n(CC(N)=O)c(=O)n(C)c3nc2n1C1CCCCC1	-3
COCC(=O)N1CCN(c2cc(OC)ccc2OC)C(=O)C1C (centres undefined)	-8
CCCCn1c(CN2CC(C)OC(C)C2)nc2c1c(=O)n(C)c(=O)n2C (centres undefined)	-9
C=CCn1c(SCC(C)=O)nc2sc3c(c2c1=O)CCC(C)C3 (centres undefined)	-1
CCCNCC(O)COc1ccccc1C(=O)CCc1ccccc1 (centres undefined)	-16&-12&3&9
COC(=O)C1CCN(C(=O)CCc2csc3nc(-c4ccc(OC)cc4)cn23)CC1	-3
Cc1cc(C)n2nc(C)c(C(=O)N3CCCC4(CC3)CNC(=O)O4)c2n1 (centres undefined)	-8
COc1ccccc1S(=O)(=O)Nc1ccc(Cl)cc1C	-20
Cc1cccnc1NC(=O)CCc1ccc2c(c1)OCCO2	-16&-2
CCCCCCn1c(C)cn2c3c(=O)n(CCN4CCCCC4)c(=O)n(C)c3nc12	-9
Cc1n[nH]c(C)c1CCCN(C)c1cc(N(C)C)ncn1	-8
CC(C)c1csc(CN2CCCC(CCC(=O)N3CCOCC3)C2)n1 (centres undefined)	3
CCC(C(=O)NCc1ccccc1)N1CCN(Cc2ccc(Br)s2)CC1 (centres undefined)	-8

Ordered by heavy-atom count (rising): part of the list above.
SMILES	mcGAS MS inh
COc1ccccc1S(=O)(=O)Nc1ccc(Cl)cc1C	-20
CC(C)c1csc(CN2CCCC(CCC(=O)N3CCOCC3)C2)n1 (centres undefined)	3
COC(=O)C1CCN(C(=O)CCc2csc3nc(-c4ccc(OC)cc4)cn23)CC1	-3
